# D2 potentiator – positively modulates the human D2 dopamine receptor allosterically. P14416. HEK293 T-REx D2, calcium flux, EC20 dopamine potentiation. potentiation, % at 10 µM. 0.34% of 340,000 active. AID 485347;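 active = potentiation over 3 SD above the plate norm, cut at about 30% in these data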; also: 0% is about no effect
#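 Tetracycline-induced Hek293 Trex D2 cells, force-coupled to calcium, loaded with no-wash calcium dye. Compound added with 180 s kinetic read for agonism, then EC20 dopamine and a further 180 s read for potentiation.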
# D2 ag – agonists of human D2 dopamine receptor; P14416; HEK293 T-REx D2 cells, calcium flux agonist mode; 0.53% of 340,000 active; activation, % at 2 µM;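 active = activation over 3 SD above normal in the single-dose calcium agonist read, cut at about 30% in these data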; also: 0% is about no effect
#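 Agonism is scored from calcium flux in a force-coupled, inducible HEK293 cell line expressing D2, read kinetically for 180 s after compound addition against dopamine controls.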
# D1 antag – blocks dopamine activation of the human D1 receptor. P21728. HEK293 TREx D1 cells, calcium flux, dopamine EC80; hits give low values. activity change, negative = inhibition, % at 10 µM. 3.2% of 360,000 active; in the data active = activity change below about -30%; also: % is scaled to controls: 0 for no effect and ±100 for the full control effect
#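 Tetracycline-induced HEK293 Trex D1 cells, force-coupled to calcium, dye-loaded; compounds added and read 180 s, then EC80 dopamine added and calcium flux tracked kinetically another 180 s.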
# RXFP1 ag – activates the human relaxin receptor RXFP1. Q9HBX9. HEK293T-RXFP1 cAMP TR-FRET, 30 min; response scale: percent of porcine relaxin response, buffer zero. Potency, µM (titrated, usually from 57.5 µM), without a hit: at the top dose activation, actives largely listed as activators. 0.3% of 370,000 active; active = well fitted activation curve with a large enough effect; inconclusive = small, poorly fitted or top-dose-only effect; also: potency is read from the fitted curve at half-maximal effect; % is scaled to controls: 0 for no effect and ±100 for the full control effect; nearly all actives have a fitted effect of over 60% in size; many of its hits are not listed in these tables
# Target sequence (Q9HBX9 whole entry, looked up): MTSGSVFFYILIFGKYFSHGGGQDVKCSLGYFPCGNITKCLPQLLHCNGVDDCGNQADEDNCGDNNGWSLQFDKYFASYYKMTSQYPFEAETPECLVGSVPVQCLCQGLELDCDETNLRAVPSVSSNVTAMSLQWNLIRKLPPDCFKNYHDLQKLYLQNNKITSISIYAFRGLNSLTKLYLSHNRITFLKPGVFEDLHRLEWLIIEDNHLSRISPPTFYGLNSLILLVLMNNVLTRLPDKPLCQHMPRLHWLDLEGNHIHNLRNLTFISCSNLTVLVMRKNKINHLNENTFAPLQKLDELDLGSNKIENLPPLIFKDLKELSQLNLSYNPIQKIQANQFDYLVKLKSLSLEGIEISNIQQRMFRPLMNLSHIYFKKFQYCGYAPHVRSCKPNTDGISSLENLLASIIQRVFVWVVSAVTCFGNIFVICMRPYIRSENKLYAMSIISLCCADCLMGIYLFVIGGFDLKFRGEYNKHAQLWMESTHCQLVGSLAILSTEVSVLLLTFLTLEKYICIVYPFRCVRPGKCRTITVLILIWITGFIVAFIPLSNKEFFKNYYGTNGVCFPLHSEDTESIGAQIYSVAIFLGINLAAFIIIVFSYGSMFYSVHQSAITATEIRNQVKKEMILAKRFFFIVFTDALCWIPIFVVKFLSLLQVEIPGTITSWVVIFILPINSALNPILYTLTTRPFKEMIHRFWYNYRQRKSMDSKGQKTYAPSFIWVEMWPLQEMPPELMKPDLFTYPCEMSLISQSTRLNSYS
#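 cAMP rise read by TR-FRET after 30 min, 37C compound exposure (up to 58 uM) in RXFP1-transfected HEK293 cells with Ro 20174 present. EC50 from Hill-equation fits, with 29 nM porcine relaxin as 100% and buffer as basal.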
# D1 ag – agonists of human D1 dopamine receptor; AID 504660; HEK293 T-REx D1 cells, calcium flux, agonist mode; 1% of 360,000 active; activation, % at 2 µM; in the data active = activation above about 30%; also: 0% is about no effect
#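 Tetracycline-induced HEK293 TREx D1 cells, force-coupled to calcium signalling, were dye-loaded with a no-wash calcium kit. Compound was pin-added after a 10 s baseline. Fluorescence was read kinetically at 1 cycle/s for 180 s, with calcium rises flagged as agonism.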
# D2 antag – antagonists of human D2 dopamine receptor; P14416; HEK293 TREx D2 cells, calcium flux, dopamine EC80; inhibition, % at 10 µM; 2% of 340,000 active; in the data active = inhibition above about 30%; also: 0% is about no effect
#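 Inhibition of EC80 dopamine-driven calcium flux, recorded kinetically, defines activity here; cells are a tetracycline-induced HEK293 T-REx line expressing force-coupled D2.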
# D1 PAM – human D1 dopamine receptor positive modulation; P21728; HEK293 TREx D1 cells, calcium flux, dopamine EC20 potentiation; potentiation, % at 10 µM; 0.036% of 360,000 active; in the data active = potentiation above about 30%; also: 0% is about no effect
# TRHR enhancer – allosterically enhances the human TRH receptor; 0.66% of 360,000 active; AID 493056; TRHR cells, fluo-8 calcium fluorescence, EC20 TRH enhancement; P34981; enhancement, % at 2 µM; in the data active = enhancement above about 30%; also: 0% is about no effect
#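 TRHR-expressing cells loaded with fluo-8 calcium dye were read kinetically (ex 480/em 530) during compound addition, then stimulated with an EC20 of TRH (10 nM final). Enhancement of the Gq-mediated intracellular calcium response was scored.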
# RXFP1 antagonist – blocks the human relaxin receptor RXFP1; 0.59% of 350,000 active; HEK293-RXFP1, relaxin-stimulated cAMP HTRF, 30 min; hits give low values; Q9HBX9; activity change, negative = inhibition, % at 57.5 µM;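 active = activity change of -60% or lower, but not beyond a set lower limit; inconclusive = change between -60% and -40%, or beyond the set limit; inactive = change above -40%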; also: % is scaled to controls: 0 for no effect and ±100 for the full control effect
# * hit, by the source's call; ? = inconclusive; . = not tested or not shown; & = joins results of further samples.
# Value order – D2 potentiator	D2 ag	D1 antag	RXFP1 ag	D1 ag	D2 antag	D1 PAM	TRHR enhancer	RXFP1 antagonist
O=C(Cc1ccc(-c2ccccc2)cc1)NCCS(=O)(=O)N1CCN(c2cccc(Cl)c2)CC1
  -9	-0.3	12	1.0%	6	.	0	4	-11
COc1ccc(Cc2nc3ccc(C(=O)N(C)CC4COCCO4)cc3o2)cc1 (stereo not drawn)
  3	-0.7	-2	-0.7%	4	-11	-1	4	7
CCO[C@@H]1OC(C(=O)N2CCN(C)CC2)=C[C@H](c2csc3ccccc23)[C@H]1CCCO
  -3	0.7	-25	-0.2%	-4	0	-3	4	.
CC(CCc1ccccc1)NC(=O)COC(=O)c1ccc(S(C)(=O)=O)c([N+](=O)[O-])c1 (stereo not drawn)
  -2	0.0	-15	-0.1%	3	2	-11	-13	-89*
CN1CCCC(OC(=O)COc2ccccc2)C1 (stereo not drawn)
  0	-0.2	9	0.2%	3	0	-5	10	-3
CCCCC(=O)Nc1ncc(Br)s1
  .	.	3	0.2%	1	.	-2	-5	-4
COc1ccc(-n2c(SCC(=O)NNC(=O)c3ccc(C)cc3)nnc2-c2ccncc2)cc1
  3	-0.1	-5	0.7%	2	5	-6	1	-5
CCc1ccc(NC(=O)C(NS(=O)(=O)c2cccc3nsnc23)c2ccccc2)cc1 (stereo not drawn)
  6	0.0	-4&10	1.7%&-0.2%	1&3	.	3&-1	1&12	-18&-16
C[C@@H]1NC(=O)[C@@]2(C)[C@@H](c3ccccc3)[C@H]3COc4ccccc4[C@@H]3N2C1=O
  5	0.2	.	0.4%	-1	-8	3	2	.
O=c1[nH]cnc(O)c1C(c1ccc(F)cc1)c1c(O)nc[nH]c1=O
  7	0.1	-13	1.8%	1	-5	-6	1	10
CC(C)COc1ccc(C(=O)Nc2cc(-c3ccccc3)no2)cc1
  -5	4.2	-10	-0.4%	8	.	1	-2	6
CCC(C(=O)OC)n1cnc2scc(-c3ccc(C)cc3)c2c1=O (stereo not drawn)
  9	0.4	1	1.5%	0	9	-3	2	-2
COc1ccc(/C=N/OC(=O)c2ccc(Cl)cc2)c(Cl)c1OC
  -3	-1.0	27	1.0%	3	-10	-4	-1	-13
CN(C)CCNC(=O)c1ccc2c(c1)N(Cc1c(F)cccc1Cl)C(=O)c1ccccc1S2
  -2	0.6	-6	-1.6%	27	.	0	2	.
CSc1ncccc1C(=O)NCCc1ccccc1
  1	0.7	-26	-0.7%	1	3	-2	-5	8
O=C(CN1CCN(S(=O)(=O)c2ccc(Br)s2)CC1)N1CCCCC1
  5	0.4	4	-0.6%	5	23	-4	-12	-1
CC(=O)CCC(=O)N1CCC(n2nccc2NC(=O)c2ccccc2C)CC1
  9	0.2	-15	-0.9%	4	0	-5	22	-4
CCOCc1cn(CC(=O)c2ccc(Cl)cc2)c(C)nc1=N
  -1	-0.3	2	1.7%	-2	11	-5	7	-14
N/C(=N\OC(=O)c1cccc2ccccc12)c1cccc([N+](=O)[O-])c1
  -9	-0.1	-6	2.5%	-3	4	-5	1	-11
O=C(CCc1ccc(S(=O)(=O)N2CCOCC2)cc1)OCc1nc2ccccc2s1
  -1	-0.2	-9	3.1%	33*	5	2	-9	-4

# Compounds from the list above that contain two or more sulfur atoms:
# Value order – D2 potentiator	D2 ag	D1 antag	RXFP1 ag	D1 ag	D2 antag	D1 PAM	TRHR enhancer	RXFP1 antagonist
CCc1ccc(NC(=O)C(NS(=O)(=O)c2cccc3nsnc23)c2ccccc2)cc1 (stereo not drawn)
  6	0.0	-4&10	1.7%&-0.2%	1&3	.	3&-1	1&12	-18&-16
O=C(CN1CCN(S(=O)(=O)c2ccc(Br)s2)CC1)N1CCCCC1
  5	0.4	4	-0.6%	5	23	-4	-12	-1
O=C(CCc1ccc(S(=O)(=O)N2CCOCC2)cc1)OCc1nc2ccccc2s1
  -1	-0.2	-9	3.1%	33*	5	2	-9	-4

# Next structures:
# Value order – D2 potentiator	D2 ag	D1 antag	RXFP1 ag	D1 ag	D2 antag	D1 PAM	TRHR enhancer	RXFP1 antagonist
COc1cc(CNCCSc2nnnn2C)ccc1OCc1c(F)cccc1Cl
  5	-0.5	-18	2.2%	6	.	-5	-2	.
COCc1cc(=O)n2[nH]c(-c3ccccc3)cc2n1
  -5	0.4	-6	-1.5%	1	22	-6	-5	3
FC(F)(F)C1=CC(c2ccc(Cl)cc2)=NCCN1
  -23	0.7	-19	0.7%	10	-4	-11	-8	-4
O=C(COC(=O)CNS(=O)(=O)c1ccc(Br)cc1Cl)Nc1ccc(N2CCOCC2)cc1
  -4	-0.1	-18	-1.7%	1	19	-7	-7	-5
O=C(NCCCn1ccnc1)c1cc([N+](=O)[O-])cc([N+](=O)[O-])c1
  -11	1.0	9	3.0%	0	-9	-1	-2	-7
CCOC(=O)C1=C(C)C(c2ccccc2)NC(=S)N1 (stereo not drawn)
  7	-0.2	-14	-0.1%	0	-11	9	2	-1
Cc1cc(Br)cc(/C=N/NC(=O)c2ccc3c(c2)OCO3)c1O
  -21	0.1	-5	-0.2%	6	8	-2	5	-17
Cc1ccc(C(=O)COC(=O)CCC(=O)Nc2cc(Cl)ccc2Cl)cc1[N+](=O)[O-]
  6	-0.1	-10	0.7%	2	-12	-5	-4	11
Cc1ccc(C)c(N2CCN(C(=O)c3cccc(-n4c(C)nc5cccnc54)c3)CC2)c1
  -3	0.9	-21	0.9%	15	.	-2	-6	-70*
S=C(Nc1ccccc1)N1CCCCCC1
  8	1.7	-7	-2.2%	10	15	1	11	0
Cc1noc(C)c1C(=O)OCC(=O)Nc1ccccc1Oc1ccccc1
  -7	-0.7	-10	1.8%	1	2	0	-7	-32
CSc1ncc(C(=O)Nc2cc(C)cc(C)c2)c(-c2ccccc2)n1
  -17	0.1	10	0.6%	0	.	-1	-6	0
Cc1cccc(-c2ncc(CN3CCCC(CO)(Cc4ccccc4C)C3)cn2)c1 (stereo not drawn)
  -8	0.2	-18	2.1%	0	-9	5	0	-6
O=C(OCc1nc2ccccc2s1)C1CCN(C2=NS(=O)(=O)c3ccccc32)CC1
  16	-1.0	-22	0.3%	12	4	-4	-2	-19
CSCC[C@H](NC(=O)[C@@H]1Cc2ccccc2CN1)C(=O)Nc1ccc2c(c1)OCO2
  9	0.5	27	-1.8%	7	4	-2	2	25
CCOC(=O)CSc1nc(C)cc(C)c1C#N
  10	-0.2	34	-2.6%	-3	19	-3	-3	-4
COc1cc(C2c3c(oc4ccc(C)cc4c3=O)C(=O)N2Cc2ccccc2)ccc1O (stereo not drawn)
  10	-0.2	7	0.0%	-2	.	0	17	-11
Cc1cc(CN(C)C(=O)c2ccc3nc(Cc4ccccc4F)oc3c2)n[nH]1
  2	-0.1	5	-0.9%	6	-4	0	5	-10
CCN(CC)S(=O)(=O)c1ccc(C(C)NCC(=O)Nc2ccccc2C(=O)NC2CC2)cc1 (stereo not drawn)
  -12	0.1	-13	0.4%	2	14	0	-2	?
CCOc1ncccc1C(=O)Nc1ccc(F)c(F)c1
  9	0.1	0	-0.6%	2	0	-2	1	-16
Cc1cc(NC(=O)CCS(=O)(=O)c2cc(Br)cc3c2N(C(=O)C2CC2)CC3)ccc1Br
  .	0.5	-7	-2.5%	-1	.	-2	-2	-13
O=C(Nc1ccccc1Cl)c1cccc(NC(=O)C2C3CC4OC(=O)C2C4C3)c1 (stereo not drawn)
  -1	0.0	-10	0.4%	0	-3	-3	1	4
Cn1c(CN2CCN(c3ccccc3NS(C)(=O)=O)CC2)nc2ccccc21
  -18	0.6	-1	0.9%	2	33*	-4	-5	11
O=C(NCc1ccccc1)c1cc2ccccc2oc1=O
  .	.	2	0.5%	4	.	-1	-15	-2
NC1=NC(=O)/C(=C/c2ccc(OCC(=O)O)cc2)S1
  16	0.1	-3	2.9%	4	13	0	-3	-7
O=C(c1ccc2[nH]c(=O)c(=O)[nH]c2c1)N1CCN(c2ccccc2)CC1
  -7	4.7	4	-1.3%	3	-9	6	-1	-8
C#CCN(C(=O)Nc1ccccc1)c1ccccc1
  9	-0.7	5	-0.4%	3	0	-2	-3	3
C=C1CSc2nc(=O)c3c4c(sc3n21)CCC4
  -2	0.0	1	11%	0	1	-3	3	-4
O=C(N1CCCCC1)C1(c2ccccc2)CCCCC1
  -4	0.6	3	0.7%	2	-12	-4	2	-2
CC(=O)N(C)c1ccc(N=Nc2c(C)[nH]n(C(N)=S)c2=O)cc1
  2	0.2	1	4.8%	1	4	3	-5	-10
CC(C)c1nnc(NC(=O)CSc2ccccc2)s1
  -1	-2.8	11	2.0%	3	0	-3	1	1
COc1cc(CC(NC(C)=O)C(=O)NC2CCN(c3nc(C)cc(C)c3C#N)CC2)cc(OC)c1 (stereo not drawn)
  0	0.2	-7	?	2	1	0	-3	-3
CCOC(=O)C1CCN(C(=O)/C=C/c2ccc(OC)cc2)CC1
  -10	0.3	16	0.5%	0	-8	8	-5	-11
COC(=O)c1ccc(CSc2nc(-c3ccco3)cc(C(F)(F)F)n2)o1
  6	0.8	7	2.6%	6	-8	-6	-1	-11
Cc1ccc(CCNC(=O)c2cnc3c(C)cccn3c2=O)cc1
  7	.	1	3.7%	0	.	0	4	10
O=C(c1cc2c(=O)oc3ccccc3c2s1)N1CCN(c2ccccc2)CC1
  9	0.4	0	0.7%	1	.	0	3	.
CCC(C)(C)c1ccc(Oc2ccc(NC(=O)COC(=O)C3=COCCO3)cc2)cc1
  .	.	37	5.1%	4	.	-5	3	-9
CCOC(=O)N1CCc2c(sc3c2c(=O)n(-c2ccc(CC)cc2)c(=O)n3Cc2cc(C)ccc2C)C1
  3	1.3	-29	3.1%	2	.	-3	-6	3
Nc1cc(OC(=O)c2ccc(F)cc2)nn1S(=O)(=O)c1ccc(F)cc1
  -22	-1.1	13	4.6%	1	0	-7	4	-20
Cc1ccccc1NC(=O)NC1(C(=O)N2CCN(C)CC2)CCCCC1
  -7	-0.4	6	-0.9%	4	-12	-4	-1	15
COc1ccc(S(=O)(=O)N(C)CC(=O)Nc2ccccc2C(F)(F)F)cc1OC
  8	0.6	0	1.1%	2	-10	-2	3	17
COc1ccc(-n2c(C)nc3c(cnn3-c3ccc(Cl)cc3)c2=O)cc1
  -7	-0.3	-8	0.1%	7	4	-4	-7	-8
O=C(Nc1cc(Cl)ccc1-n1cncn1)c1cc(F)cc(F)c1
  -2	-0.1	4	0.2%	3	10	-3	5	-18
CCc1cnc2c(c1SCC(=O)Nc1ccc(Cl)cc1)c(=O)n(C)c(=O)n2C
  -1	0.3	.	0.6%	1	.	-1	-1	9
COCCCn1c(=O)/c(=C\c2ccc(OC(F)F)c(OC)c2)s/c1=C(/C#N)C(N)=O
  10	0.0	-44*	0.0%	2	-2	-7	-2	6

# Some of the compounds tested (hit frequency here may not be typical).
